SRC1 inh = human NCOA1 inhibition; HEK293 GAL4-SRC1 luciferase reporter, luminescence; actives 0.12% (n = 360,000); AID 588354; inhibition, % at 3.6 µM;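 active = inhibition above the campaign mean plus 3 SD, with each screening campaign given its own cutoff, cut at about 60% in these data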;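 note: 0% = DMSO treated cells and 100% = gossypol at 36 µM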
TROY NFkB inh = blocks TROY-dependent signaling in reporter cells. actives 0.98% (n = 360,000). inhibition, % at 10 µM. Q293 LMP1-TROYcd NF-kB luciferase reporter, 4 h;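 active = compounds whose plate-normalised and pattern-corrected inhibition of the luciferase reporter signal at the single screening dose is 50% or more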
TWEAK Fn14 block = TWEAK-Fn14 signaling inhibition. TWEAK-stimulated Fn14 reporter cells, luciferase luminescence, 8 h. inhibition, % at 10 µM. actives 2% (n = 360,000). AID 1159606; in the data active = inhibition above about 50%
NOD2 RIPK2 PPI = NOD2-RIPK2 protein interaction inhibition. O43353. CHO BLA complementation NOD2-RIPK2, CCF4 ratio. inhibition, % at 4.98 µM. actives 0.38% (n = 360,000); in the data active = inhibition above about 21%;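 note: 0% = vehicle only and 100% = reference blocker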
SRC2 inh = human SRC2 (NCOA2) inhibition | actives 0.17% (n = 370,000) | AID 651957 | HEK293 GAL4-SRC2 luciferase reporter, luminescence | inhibition, % at 9 µM;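 active = inhibition above the mean inhibition of all tested compounds plus 3 SD, set per campaign, cut at about 52% in these data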;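 note: 0% = DMSO treated cells and 100% = cells given Gossypol at 36 µM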
COUP-TFII inh = NR2F2 (human) inhibition, primary screen; P24468; HEK293T NGFI-A luciferase reporter, luminescence; inhibition, % at 8.6 µM; actives 0.7% (n = 370,000); AID 686940;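 active = inhibition above a per-plate cutoff, mean inhibition of test wells between control levels plus 3 SD, cut at about 38% in these data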;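 note: cells cotransfected with COUP-TFII expression vector driving the NGFI-A reporter; 0% = median of COUP-TF2 test wells and 100% = reporter-only cells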
Granule exo inh = lytic granule exocytosis inhibition | AID 651702 | inhibition, % at 10 µM | actives 0.66% (n = 360,000) | TALL-104 LAMP-1 surface exposure, flow cytometry; cells stimulated with thapsigargin and PMA;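 active = inhibition above about 55%, limit read from the data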
ABHD5-PLIN5 inh = inhibitors of human ABHD5-perilipin-5 interaction; Split G. princeps luciferase complementation, luminescence, 4 h; Q00G26+Q8WTS1; AID 602281; actives 0.78% (n = 360,000); inhibition, % at 4 µM;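 active = inhibition above the mean inhibition across every tested compound plus 3 SD, cut at about 22% in these data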;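 note: 0% = DMSO only wells and the 100% control is not disclosed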
Target sequence (Q00G26 whole entry, looked up): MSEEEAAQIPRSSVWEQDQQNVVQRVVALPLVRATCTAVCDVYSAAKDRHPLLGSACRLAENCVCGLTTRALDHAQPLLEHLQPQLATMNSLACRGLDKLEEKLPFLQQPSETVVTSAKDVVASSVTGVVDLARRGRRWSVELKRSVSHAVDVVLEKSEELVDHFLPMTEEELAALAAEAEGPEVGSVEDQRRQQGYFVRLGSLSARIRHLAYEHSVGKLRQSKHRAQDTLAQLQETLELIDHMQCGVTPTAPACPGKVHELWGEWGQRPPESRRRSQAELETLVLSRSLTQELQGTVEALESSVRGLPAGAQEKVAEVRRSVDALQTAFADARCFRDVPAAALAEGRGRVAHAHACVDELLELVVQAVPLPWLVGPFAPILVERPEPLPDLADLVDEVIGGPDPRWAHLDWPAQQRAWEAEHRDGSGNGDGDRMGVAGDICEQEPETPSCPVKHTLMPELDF
Target sequence (Q8WTS1 whole entry, looked up): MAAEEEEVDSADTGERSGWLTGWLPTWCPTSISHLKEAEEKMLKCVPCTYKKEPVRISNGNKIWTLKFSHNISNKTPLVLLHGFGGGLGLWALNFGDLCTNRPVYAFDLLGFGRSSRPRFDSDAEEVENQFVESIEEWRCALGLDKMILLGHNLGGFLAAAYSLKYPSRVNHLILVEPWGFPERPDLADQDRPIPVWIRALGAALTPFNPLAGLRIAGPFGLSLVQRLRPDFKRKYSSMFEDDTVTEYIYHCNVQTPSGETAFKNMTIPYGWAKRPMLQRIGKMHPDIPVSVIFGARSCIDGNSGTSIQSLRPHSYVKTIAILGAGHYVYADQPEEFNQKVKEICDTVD
NCOA3 inh = human NCOA3 inhibition | inhibition, % at 3.6 µM | Q9Y6Q9 | AID 588352 | HEK293 GAL4-SRC3 luciferase reporter, luminescence | actives 0.17% (n = 360,000);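 active = inhibition above a per-campaign cutoff, the mean of all compounds plus 3 SD, cut at about 60% in these data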;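 note: 0% = DMSO-treated cells and 100% = gossypol-treated cells at 36 µM; higher means less SRC3-driven luciferase light from the GAL4 reporter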
NR5A2 inv ag = suppresses constitutive activity of human LRH-1; inhibition, % at 3.6 µM; O00482; HEK293T StAR-luciferase reporter, LRH-1 transfected, 24 h; actives 0.13% (n = 360,000); AID 602396;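 active = inhibition above the mean inhibition of all tested compounds plus 3 SD, cut at about 73% in these data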;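 note: 0% = DMSO wells and 100% = reporter-only cells lacking LRH-1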
TLR9-MyD88 inh = TLR9-MyD88 interaction inhibition; AID 504734; inhibition, % at 4.98 µM; actives 0.21% (n = 340,000); CHO BLA complementation TLR9-MyD88, CCF4 FRET ratio; Q9NR96+Q99836;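 active = inhibition above the mean over all tested compounds plus 3 SD, cut at about 21% in these data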;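 note: 0% = DMSO only wells and 100% = clavulanate BLA inhibitor control wells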
* = called active by the depositor; . = not tested or not shown.

A first look (nine entries):
SMILES	SRC1 inh	TROY NFkB inh	TWEAK Fn14 block	NOD2 RIPK2 PPI	SRC2 inh	COUP-TFII inh	Granule exo inh	ABHD5-PLIN5 inh	NCOA3 inh	NR5A2 inv ag	TLR9-MyD88 inh
CN(C)C1(CNC(=O)c2cc(S(=O)(=O)N3CCOCC3)c(Cl)cc2Cl)CCCCC1	-65.8	0.8	-11.3	6.8	1.2	9.9	-3.3	-7.3	18.7	-9.5	0.1
CN(C)C(=O)Oc1ccc2c(c1)O/C(=C\c1cccc([N+](=O)[O-])c1)C2=O	-11.8	-3.7	-8.5	3.7	-17.8	-6.7	7.6	2.8	6.7	-0.3	-10.4
CC(=NCCC(c1ccccc1)c1ccccc1)c1c(O)n(C)c(=O)n(C)c1=O	-2.2	24.9	-3.1	5.2	-11.0	-4.8	2.3	2.5	6.3	-6.2	-5.9
CC(=O)CC(c1ccc2c(c1)OCO2)c1c(O)c2ccccc2oc1=O (stereo not drawn)	7.1	-15.2	2.8	0.6	-9.3	0.0	-18.8	6.9	-8.8	10.6	-5.0
O=C1CC=C2C3CC4N(CCC45c4cc(O)c(O)cc4N1C25)CC3=CCBr (stereo not drawn)	5.1	-5.2	13.5	2.5	8.7	-7.9	7.0	10.4	10.9	-37.3	-2.6
CCOC(=O)C(O)(c1ccc(N(C)C(=O)COc2ccccc2)cc1)C(F)(F)F (stereo not drawn)	2.4	-0.2	-2.8	-7.9	-14.5	-14.7	-1.1	-1.8	-28.5	-1.9	-5.7
CN(N)N=Nc1nc2c([nH]1)c(=O)n(C)c(=O)n2C	-13.1	-7.2	-0.4	5.0	-19.7	1.3	-5.6	8.7	16.3	-17.4	6.8
O=C(CN1CCCCC1)c1ccc(F)cc1	-9.8	9.7	17.7	-9.2	-11.1	8.8	0.1	0.4	3.9	-13.3	0.1
O=C(C(=O)N1CCOCC1)c1cn(Cc2ccc(F)cc2)c2ccccc12	1.0	-7.0	12.6	-0.4	-24.2	-5.2	0.0	-3.5	6.8	9.6	2.5

Results, from the start:
SMILES	SRC1 inh	TROY NFkB inh	TWEAK Fn14 block	NOD2 RIPK2 PPI	SRC2 inh	COUP-TFII inh	Granule exo inh	ABHD5-PLIN5 inh	NCOA3 inh	NR5A2 inv ag	TLR9-MyD88 inh
CN(C)C1(CNC(=O)c2cc(S(=O)(=O)N3CCOCC3)c(Cl)cc2Cl)CCCCC1	-65.8	0.8	-11.3	6.8	1.2	9.9	-3.3	-7.3	18.7	-9.5	0.1
CN(C)C(=O)Oc1ccc2c(c1)O/C(=C\c1cccc([N+](=O)[O-])c1)C2=O	-11.8	-3.7	-8.5	3.7	-17.8	-6.7	7.6	2.8	6.7	-0.3	-10.4
CC(=NCCC(c1ccccc1)c1ccccc1)c1c(O)n(C)c(=O)n(C)c1=O	-2.2	24.9	-3.1	5.2	-11.0	-4.8	2.3	2.5	6.3	-6.2	-5.9
CC(=O)CC(c1ccc2c(c1)OCO2)c1c(O)c2ccccc2oc1=O (stereo not drawn)	7.1	-15.2	2.8	0.6	-9.3	0.0	-18.8	6.9	-8.8	10.6	-5.0
O=C1CC=C2C3CC4N(CCC45c4cc(O)c(O)cc4N1C25)CC3=CCBr (stereo not drawn)	5.1	-5.2	13.5	2.5	8.7	-7.9	7.0	10.4	10.9	-37.3	-2.6
CCOC(=O)C(O)(c1ccc(N(C)C(=O)COc2ccccc2)cc1)C(F)(F)F (stereo not drawn)	2.4	-0.2	-2.8	-7.9	-14.5	-14.7	-1.1	-1.8	-28.5	-1.9	-5.7
CN(N)N=Nc1nc2c([nH]1)c(=O)n(C)c(=O)n2C	-13.1	-7.2	-0.4	5.0	-19.7	1.3	-5.6	8.7	16.3	-17.4	6.8
O=C(CN1CCCCC1)c1ccc(F)cc1	-9.8	9.7	17.7	-9.2	-11.1	8.8	0.1	0.4	3.9	-13.3	0.1
O=C(C(=O)N1CCOCC1)c1cn(Cc2ccc(F)cc2)c2ccccc12	1.0	-7.0	12.6	-0.4	-24.2	-5.2	0.0	-3.5	6.8	9.6	2.5
CCOC(=O)CSCCOc1ccc(C=C2C(=O)NC(=O)NC2=O)cc1OC	3.5	-17.8	-2.4	-6.9	0.9	6.3	2.9	4.4	-9.6	-15.7	.
Cc1cccc(N2CCN(CCc3ccccc3)CC2)c1C	-6.3	18.4	-8.6	-11.2	-6.2	13.9	-2.3	-0.8	8.5	20.9	1.5
COC1=CC(=O)OC(/C=C/c2ccccc2)C1 (stereo not drawn)	-22.4	3.0	-28.5	3.4	-13.2	-9.9	-5.2	-4.7	-3.2	-9.8	7.5
Cc1nc2ccc(Cl)cc2c(=O)n1-c1ccccc1Cl	-5.1	-10.0	11.8	5.7	-15.7	-14.3	-8.9	4.6	-0.6	5.0	-3.3
O=C(COc1ccc2ccc(=O)oc2c1)N1C[C@H]2C[C@@H](C1)c1cccc(=O)n1C2	-3.0	21.0	-8.4	-13.1	-12.3	-3.7	3.0	0.3	-5.5	-4.5	-8.3
O=P(O)(O)CN1CCNCCN(CP(=O)(O)O)CCNCC1	-10.6	6.6	12.4	-2.2	-0.7	12.0	-5.3	1.8	-4.8	13.7	2.6
C[n+]1ccc(-c2ccccc2)c2ccccc21	-6.3	-3.0	16.8	-2.6	11.8	40.0*	3.4	1.0	19.6	31.5	-0.8
Cc1ccc(N2C(=O)NC(=O)/C(=C\c3cnc(-c4ccccc4)nc3)C2=O)cc1	-17.7	-2.6	24.8	5.2	-8.6	-13.9	1.9	30.4*	-27.9	-39.7	-2.1
O=C(COc1ccc(Br)cc1)N1CCN(C2CCCC2)CC1	3.3	-0.3	-3.9	-8.1	-3.3	-13.7	-0.6	10.5	10.7	-4.4	-3.9
Cc1c(C)c2ccc(OCC(=O)N3CCC(C(=O)O)(c4ccccc4)CC3)c(C)c2oc1=O	-10.2	-12.2	-11.2	-6.8	10.4	-4.7	-5.8	4.3	-6.7	30.7	7.2
CNC(=O)ON(C(=O)NC)C1N(C)C(=S)SC1(C)C (stereo not drawn)	-2.9	-19.6	22.4	-3.6	-5.4	11.5	-0.2	-4.6	16.6	5.1	3.1
C[C@]12CCC3[C@@H](CCC4=CC(=O)CC[C@@]43CO)C1CCC2=O (stereo partly drawn)	8.7	7.4	8.1	-11.2	-35.8	5.1	-4.8	-5.9	-4.2	-2.0	-4.4
COC(=O)C(O)(c1c(C)[nH]c2ccccc12)C(F)(F)F (stereo not drawn)	3.0	0.7	3.0	15.4	-4.0	6.4	-4.6	-2.2	5.5	11.1	-6.6
Cn1c(O)c(C(c2ccccn2)c2c(O)n(C)c(=S)n(C)c2=O)c(=O)n(C)c1=S	5.8	-8.3	24.6	-21.3	-0.4	1.2	-1.8	8.1	11.4	7.1	-0.2
COc1ccc(NC(=O)N2CCC3(CC2)OCCO3)cc1OC	-4.6	-5.3	-1.1	-16.0	-1.6	21.1	-2.8	7.9	-33.9	4.5	-5.0
CCC(C)n1c(O)c(C(c2ccccn2)c2c(O)n(C(C)CC)c(=S)[nH]c2=O)c(=O)[nH]c1=S (stereo not drawn)	-4.8	-21.7	-20.2	-8.4	5.9	13.5	-0.8	-25.7	21.1	-9.7	6.5
CN1C(=O)CCC2(C)C1=CCC1C2CCC2(C)C1CCC2(C)O (stereo not drawn)	-2.9	11.2	-5.5	4.9	-3.0	4.9	-0.5	-1.8	-13.8	-8.7	-10.0
O=C1CN=C(c2ccc(Cl)cc2)c2oc3ccccc3c2N1	-25.1	-15.0	-18.5	-5.7	-10.3	21.5	-1.9	3.3	12.9	10.8	.
Cc1cccc(C)c1-n1nnnc1C(c1cc2ccccc2o1)N1CCC(n2c(=O)[nH]c3ccccc32)CC1 (stereo not drawn)	49.5	76.6*	101.8*	-2.0	0.3	1.8	43.0	-13.3	46.9	-14.0	.
Cc1ccc(OCC(=O)N2CCN(CC3CC4C=CC3C4)CC2)cc1 (stereo not drawn)	-109.6	8.6	-6.0	4.8	4.4	4.8	-1.1	-1.3	-16.7	13.8	-2.2
Cc1cc(C(=O)C[N+]23CCN(CC2)CC3)c(C)n1-c1ccc(Br)cc1	-85.4	-11.2	-20.5	-6.8	20.8	12.1	1.7	-0.8	-12.0	-0.5	-5.5
O=C(c1cc(-c2cccnc2)nc2ccc(Cl)cc12)N1CCC2(CC1)OCCO2	5.4	17.8	33.0	-2.7	1.8	-10.2	1.4	8.2	9.6	23.8	-1.6
CCCCn1nc(C)c(C(=O)O)c1Cl	-4.6	-8.1	-0.6	-0.3	-3.8	-4.5	1.9	0.8	19.5	3.2	5.3
COc1ccc(CN2CCCC(C(=O)c3ccc(Cl)cc3)C2)c(O)c1 (stereo not drawn)	-3.2	7.6	-0.8	-15.5	-15.2	0.3	13.0	7.7	-12.7	-16.9	1.4
C=CCn1c(O)c(C(C)=NCC2CCCO2)c(=O)[nH]c1=O (stereo not drawn)	6.7	-10.8	8.6	-4.2	4.4	-12.5	-1.6	-3.4	17.8	3.6	.
CCC(C)N1C(=O)NC(=O)C2(Cc3cc(C)ccc3N(C)C2)C1=O (stereo not drawn)	-6.4	26.1	8.7	5.3	-6.0	-8.2	9.1	-23.1	-16.1	13.7	5.4
Clc1ccc(COC(Cn2ccnc2)c2ccc(Cl)cc2Cl)cc1 (stereo not drawn)	-21.9	10.4	-15.8	1.0	-12.7	11.3	7.0	-5.0	0.3	-25.1	-7.4
Cc1ccc(Cn2cc(C=O)c(-c3ccc(C)cc3)n2)cc1	-35.2	-59.7	-9.0	-0.1	-21.2	-18.0	-3.5	-4.5	-54.7	-78.5	6.6
CC(C)CCn1c(=O)c(C(=O)Nc2ccccc2S(N)(=O)=O)c(O)c2ccccc21	1.6	17.9	30.3	-5.3	-2.1	0.0	0.2	-1.9	16.1	-34.3	5.4
N/C(=N\[N+](=O)[O-])NCCCC(NC(=O)CNC(=O)c1ccccc1)C(=O)O (stereo not drawn)	1.8	7.4	4.9	2.6	-16.8	-18.4	2.3	-2.3	8.8	-14.9	-4.6
CC(=NCc1cccnc1)c1c(O)n(-c2ccc(C)cc2)c(=O)[nH]c1=O	-7.5	-0.1	10.6	-3.6	8.5	15.5	-1.1	7.2	1.1	-7.7	-9.8
O=C1CCC[C@@H]2C[C@@]3(C[C@@H]4CCN1[C@H]24)Nc1cc(Cl)ccc1NC3=NCc1ccccc1	-15.2	1.2	0.0	-10.5	-18.3	-9.2	3.4	8.4	0.9	18.9	-0.3
CC(C)CC(NC(=O)C1CCCCC1)C(=O)N1CCC2(CC1)OCCO2 (stereo not drawn)	-0.2	-0.7	6.6	-5.2	9.1	0.4	0.3	3.8	2.4	-10.0	2.3
CCOC(=O)C12C(=O)OCC1C2c1ccccc1 (stereo not drawn)	.	-5.2	-9.0	-2.6	-22.6	-0.1	-7.2	1.5	.	10.3	.
O=C(CCC(=O)N1C[C@H]2C[C@@H](C1)c1cccc(=O)n1C2)NCc1ccc(F)cc1	-13.9	-8.1	4.7	1.8	0.2	-1.7	-2.2	4.6	6.6	-3.9	1.8

The list is partial. The share of hits here may be higher or lower than overall.
